Screens from PubChem.
HePTP inhibitor – inhibitors of human HePTP phosphatase, primary screen, biochemical, absorbance, leukemia target. Tyrosine-protein phosphatase non-receptor type 7 (Homo sapiens), P35236. recombinant HePTP phosphatase activity, OD absorbance. inhibition, % at 20 µM. actives 0.64% (n = 110,000). AID 521, 2006; in the data active means inhibition above about 50%;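 further: plate controls were vehicle for no effect and reference inhibitor for full effect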
Target sequence (P35236 whole entry, looked up): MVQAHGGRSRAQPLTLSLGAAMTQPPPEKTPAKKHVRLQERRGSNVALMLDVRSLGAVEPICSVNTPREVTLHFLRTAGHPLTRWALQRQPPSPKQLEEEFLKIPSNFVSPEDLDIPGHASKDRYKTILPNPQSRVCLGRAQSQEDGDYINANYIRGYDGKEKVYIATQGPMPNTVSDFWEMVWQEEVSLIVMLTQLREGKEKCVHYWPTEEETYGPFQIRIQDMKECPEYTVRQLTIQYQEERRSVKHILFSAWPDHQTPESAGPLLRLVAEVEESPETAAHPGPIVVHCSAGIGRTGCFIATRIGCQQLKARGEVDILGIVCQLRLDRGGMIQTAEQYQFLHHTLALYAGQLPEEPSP
BAP1 inh – inhibitors of BAP1 deubiquitinase, primary screen, biochemical, Ub-AMC fluorescence, kinetic; Ubiquitin carboxyl-terminal hydrolase BAP1 (Homo sapiens), Q92560; recombinant BAP1, Ub-AMC hydrolysis fluorescence kinetic; stronger effect = lower value; activity remaining (% of control), % at 20 µM; actives 0.48% (n = 72,000);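 active means activity remaining at or below 50% of control, provided the compound also passes the data quality filters; inactive means the rest, including low values that fail the filters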;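 further: 100% = DMSO wells rate and 0% = substrate alone blank rate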
Target sequence (Q92560 whole entry, looked up): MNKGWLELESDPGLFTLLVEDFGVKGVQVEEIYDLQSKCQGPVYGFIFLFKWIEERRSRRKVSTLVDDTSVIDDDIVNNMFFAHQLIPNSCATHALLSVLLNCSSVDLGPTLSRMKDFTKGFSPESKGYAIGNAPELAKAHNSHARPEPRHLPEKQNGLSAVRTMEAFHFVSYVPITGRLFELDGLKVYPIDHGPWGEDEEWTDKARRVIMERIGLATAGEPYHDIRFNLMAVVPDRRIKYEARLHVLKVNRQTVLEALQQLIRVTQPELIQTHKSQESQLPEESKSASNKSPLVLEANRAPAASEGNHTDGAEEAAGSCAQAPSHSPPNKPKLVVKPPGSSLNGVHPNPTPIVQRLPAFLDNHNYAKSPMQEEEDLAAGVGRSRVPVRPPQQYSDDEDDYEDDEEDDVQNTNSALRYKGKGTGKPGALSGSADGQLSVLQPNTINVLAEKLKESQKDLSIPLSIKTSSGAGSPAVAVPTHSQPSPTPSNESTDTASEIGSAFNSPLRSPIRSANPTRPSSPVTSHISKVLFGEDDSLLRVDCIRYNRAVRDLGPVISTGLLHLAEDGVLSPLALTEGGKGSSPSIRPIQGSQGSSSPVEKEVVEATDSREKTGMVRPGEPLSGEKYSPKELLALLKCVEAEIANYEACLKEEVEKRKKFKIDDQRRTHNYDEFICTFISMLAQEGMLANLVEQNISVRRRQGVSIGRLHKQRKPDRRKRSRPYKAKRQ
Numbers without * were called inactive; / = no result given; & = joins results of further samples.

# | canonical_smiles | HePTP inhibitor | BAP1 inh
1 | O=C(CN1C(=O)C2C3C=CC(C3)C2C1=O)NCCN1CCCc2ccccc21 (configuration not stated) | 12 | 111
2 | O=C(COc1ccccc1)N1CCN(c2ccc([N+](=O)[O-])cc2Cl)CC1 | 5 | /
3 | O=C(COc1ncnc2ccccc12)N1CCN(S(=O)(=O)c2ccc(Cl)cc2)CC1 | 10 | 119
4 | O=C(CCn1c(=O)oc2ccccc21)N1CCOCC1 | 3 | 100
5 | Cc1ccc(C(=O)Nc2ccccc2C(=O)Nc2ccccn2)cc1 | 1 | /
6 | CCCC(=O)Nc1ccc(NC(=O)c2ccccc2OC)cn1 | 7 | 96
7 | Cc1cc(C)cc(OCC(=O)NCCc2nc3ccccc3[nH]2)c1 | / | 160
8 | CS(=O)(=O)Nc1ccc(Cc2ccc(NS(C)(=O)=O)cc2)cc1 | -8 | 81
9 | Cc1ccc(-n2c(Cc3ccccc3)nc3c(cnn3-c3ccccc3)c2=O)cc1C | 2 | /
10 | CC1CCN(S(=O)(=O)c2ccc3c(c2)c(=O)c(C(=O)N2CCCCC2)cn3C)CC1 | 4 | 106
11 | Cc1nc2c3cnn(-c4ccccc4)c3ncn2n1 | 5 | 98
12 | COC(=O)CCn1nnc(-c2ccc(C)cc2)n1 | 9 | 88
13 | O=C(O)CCC(=O)Nc1ccc(S(=O)(=O)N2CCCCCC2)cc1 | -2 | /
14 | CC(C)(C)C(=O)Cn1c(NCCCO)nc2ccccc21 | -2 | 100&99
15 | O=C(N/N=C/c1cc([N+](=O)[O-])ccc1N1CCCCCC1)c1ccccn1 | 3 | /
16 | C/C(N)=C(/C#N)C(=O)CSc1nnc(Cc2ccccc2F)n1N | -4 | 104
17 | CCOC(OCC)P(=O)(C(C)C)C(C)C | 5 | 93
18 | CC(=O)Nc1ccc(S(=O)(=O)NCc2csc(C)n2)cc1 | / | 95
19 | C=CCc1cccc2cc(C(=O)Nc3ccc(C)cc3[N+](=O)[O-])c(=O)oc12 | 11 | /
20 | COc1cccc(CNc2cccc3cccnc23)c1O | 2 | 77
21 | CC(=O)OC12CC3CC(C1)C(=O)C(C3)C2 | -13 | /
22 | Cc1cc(C)n(-c2nnc(C)n2NS(C)(=O)=O)n1 | 4 | 122
23 | CN1CCN(C(=O)C(=O)Nc2ccc3c(c2)OCO3)CC1 | 5 | /
24 | Cn1c(SCc2ccc(C#N)cc2)nnc1-c1ccccc1 | 6 | 104
25 | O=C(CN1C(=O)/C(=C/c2ccccc2)SC1=S)Nc1cccc(Br)c1 | 6 | /
26 | COc1ccccc1N1CCN(C(=O)CCn2c(=O)[nH]c3ccsc3c2=O)CC1 | 9 | /
27 | Cc1ccc(CN2C(=O)CCC2C(=O)NCC2CCCO2)cc1 (configuration not stated) | 5 | 96
28 | O=C(c1cccn2c(=O)c3cc(Cl)ccc3nc12)N1CCN(Cc2ccc3c(c2)OCO3)CC1 | 3 | 71
29 | COc1cc(OC)cc(C(=O)N2CCN(Cc3ccccn3)CC2)c1 | 5 | /
30 | CCC(=O)c1ccc(N2CCN(C(=O)c3ccc(F)c(F)c3)CC2)c(F)c1 | -5 | /
31 | CCC1CCCCN1C(=O)CSc1nnc(-c2cccc(Cl)c2)o1 (configuration not stated) | 1 | 101
32 | CCOc1ccc(NC(=O)CC2S/C(=N\N=C(/C)c3ccc(Cl)cc3)NC2=O)cc1 (configuration not stated) | 1 | /
33 | Cc1cc(C)c(NC(=O)C(C)Sc2ccccn2)c(C)c1 (configuration not stated) | -21 | /
34 | Cc1cccc(NC(=O)c2cc(Cl)ccc2Cl)n1 | 1 | /
35 | Cn1c(=O)c2c(nc(N3CCN(Cc4ccccc4)CC3)n2CCCc2ccccc2)n(C)c1=O | 5 | 90
36 | CCN(CC)CCCn1c(C)cc2c(c1=O)C(c1ccc(OC)c(OC)c1OC)C(C#N)=C(N)O2 (configuration not stated) | 9 | /
37 | CCOC(=O)CC(=O)CSc1ccc2nnc(-c3ccc(F)cc3)n2n1 | 4 | 76
38 | COc1cccc(NC(=O)CSc2nnc(-c3ccc(C)cc3)o2)c1 | 6 | 85
39 | COc1ccc(C2(CC(N)=O)CCOC(C)(C)C2)cc1 (configuration not stated) | / | 154
40 | COc1ccccc1NN=c1c(=O)c2ccccc2c1=O | -1 | /
41 | Cc1ccc(N2C(=O)CC(NCCc3ccc(Cl)cc3)C2=O)cc1 (configuration not stated) | -3 | /
42 | CS(=O)(=O)N(CC(=O)Nc1ccccc1Cl)c1cccc(C(F)(F)F)c1 | -3 | /
43 | COc1ccccc1C1C(C(=O)Nc2ccccc2)=C(C)NC(C)=C1C(=O)Nc1ccccc1 | 1 | /
44 | COc1ccc(-c2[nH]ncc2/C=N\NC(=O)c2ccccc2I)cc1 | 2 | /
45 | O=C(O)c1nn(-c2ccccc2)c(=O)c2ccccc12 | 12 | /
46 | O=C(NC(=O)C(Cl)(Cl)Cl)Nc1ccc(Cl)c(Cl)c1 | 4 | /
47 | CCOc1ccc(C2=C/C(=C/c3cccs3)C(=O)O2)cc1 | 0 | /
48 | Cc1cccc(OCCCCCn2ccnc2)c1C | 10&-2 | 98
49 | O=C(/C=C/c1cccc([N+](=O)[O-])c1)NCc1ccco1 | 1 | /
50 | CN(C(=O)c1ccco1)c1nnc(C23CC4CC(CC(C4)C2)C3)s1 | 5 | 82

More compounds.
# | canonical_smiles | HePTP inhibitor | BAP1 inh
51 | CC1(C)CC(=O)C=C(NC2CCCCCC2)C1 | -6 | 91
52 | O=C(c1c(Cl)cccc1Cl)N1CCCCCC1 | 4 | 97
53 | O=C1C(Cl)=C(Nc2ccc(F)cc2)C(=O)N1c1ccccc1Cl | -2 | /
54 | Cc1ccc(-c2cc(C(F)(F)F)n3ncc(C(=O)NCc4cccnc4)c3n2)cc1 | -6 | /
55 | COC(=O)C1=C(C)Nc2nnnn2C1c1cccs1 (configuration not stated) | 9 | 96
56 | COc1ccccc1Nc1nnc(SCC(=O)N2CCCC2)s1 | 9 | 75
57 | COC(=O)c1[nH]c2cc(C)ccc2c1NC(=O)CN1CCCc2ccccc21 | 1 | 65
58 | CCOC(=O)N1CCN(CC(=O)Nc2c(C(=O)OC)[nH]c3cccc(Cl)c23)CC1 | 14 | 75
59 | CN=c1oc2ccc(Cl)cc2cc1C(N)=O | 11 | 51
60 | COc1ccc2c(c1)c1nnc(SC)nc1n2C | 4 | 102
61 | Cc1cc(N=CC2=C(O)CCCC2=O)no1 | 0 | 94
62 | COc1ccc(CN2CCN(Cc3cc(Br)ccc3O)CC2)cc1OC | 8 | /
63 | CCOC(=O)N1CCC(N2C(=O)c3ccccc3C2Nc2cccnc2)CC1 (configuration not stated) | 8 | 88
64 | COc1ccc(C(=O)NCc2ccc(S(N)(=O)=O)cc2)cc1[N+](=O)[O-] | 5 | /
65 | CC(C)(C)c1ccc(Oc2c(C(F)(F)F)oc3cc(OCC(N)=O)ccc3c2=O)cc1 | 6 | /
66 | COc1ccc2cnn(-c3ccccc3)c(=O)c2c1OC | 0 | 62
67 | CCOc1ccc(NC(=S)NC(=O)/C=C/c2ccc(OC)cc2)c([N+](=O)[O-])c1 | 1 | /
68 | CCSc1nnc(NC(=O)C(CC)c2ccccc2)s1 (configuration not stated) | -8 | /
69 | Cc1ccc2oc(=O)c3cnn(CC(=O)NCCc4ccsc4)c3c2c1 | 4 | 104
70 | COc1ccc(Br)cc1CN1CCN(C2CC3CCC2C3)CC1 (configuration not stated) | 4 | /
71 | CCc1ccccc1-n1cnc2cc(C(=O)O)ccc21 | -10 | 94
72 | O=C(Nc1cccc(Cl)c1Cl)C(O)(c1ccccc1)c1ccccc1 | 0 | /
73 | C=C1c2cc(CC)ccc2NC(=O)N1c1ccc(C)cc1 | 2 | 93
74 | CC(=O)Nc1ccc(N2C(=O)c3ccc(C(=O)O)cc3C2=O)cc1 | / | 142
75 | CCCCCn1c(=O)[nH]c2cc(C(=O)NCc3ccc4c(c3)OCO4)ccc2c1=O | 6 | /
76 | COc1ccc(S(=O)(=O)n2nc(OC(=O)c3c(-c4ccccc4Cl)noc3C)cc2N)cc1 | 8 | 75
77 | CCOc1ccc(C(=O)Nc2cccc(OC)c2)cc1Br | 8 | /
78 | O=C1C(=O)N(Cc2ccccc2Cl)c2ccccc21 | -11 | /
79 | O=C(Nc1ncc2c(n1)CC(c1ccccc1)CC2=O)c1ccco1 (configuration not stated) | 9 | 81
80 | CCOc1ccc2cc(C#N)c(SCC(=O)N3CCOCC3)nc2c1 | 9 | /
81 | CCCn1c(SCC(=O)NCc2ccco2)nc2c1c(=O)n(C)c(=O)n2C | 14 | 102
82 | c1nc(NC2CCCC2)c2[nH]cnc2n1 | -14 | 98
83 | Nc1nc2ccccc2n1Cc1ccccc1 | -4 | /
84 | Cn1nnnc1SCC(=O)Nc1ccccc1C(=O)NCc1ccccc1 | 10 | 99
85 | C1CCc2sc3c(c2CC1)c1nnnn1c1nnnn31 | -3 | /
86 | CC(=O)c1ccc(N2C(=O)c3ccc4c5c(ccc(c35)C2=O)C(=O)N(c2ccc(C(C)=O)cc2)C4=O)cc1 | 44 | /
87 | Cc1ccc(NC(=O)N(Cc2ccccc2)C(C)C2CC2)cc1 (configuration not stated) | 102* | /
88 | CCOC(=O)c1sc(NC(=O)CSc2nnnn2-c2ccccc2)c(C(=O)OCC)c1C | -3 | 54
89 | CN(CCNS(=O)(=O)c1ccc2c(c1)oc(=O)n2C)Cc1ccccc1 | 6 | 97
90 | CCOC(=O)c1cc2sccc2n1CC(=O)Nc1ccc(OC)c(OC)c1 | 6 | 101
91 | O=C(c1ccccc1)N1CCN(C(=O)N2CCCCC2)CC1 | 12 | 99
92 | O=C(NC1CCCCCC1)c1cc(-c2ccco2)nc2ccccc12 | 98* | /
93 | CC(NC(=O)CN(c1cccc(C(F)(F)F)c1)S(C)(=O)=O)c1ccccc1 (configuration not stated) | -10 | /
94 | Cc1ccc(S(=O)(=O)NCC(=O)OCC(=O)Nc2ncc(Cl)cc2Cl)cc1 | 5 | 55
95 | O=C(c1ccco1)N1CCN(c2ccc(S(=O)(=O)N3CCCC3)cc2)CC1 | 4 | 115
96 | COc1ccccc1/C=N\N1CCN(c2ccccc2OC)CC1 | 5 | /
97 | Cc1cc(C)n(CC(O)CN2c3ccccc3Sc3ccccc32)n1 (configuration not stated) | -5 | 115
98 | COc1ccc(Br)cc1/C=C/C(=O)N1CCN(c2ccc([N+](=O)[O-])cc2)CC1 | 4 | /
99 | c1ccc2c(c1)CC1(CCCC1)n1nnnc1-2 | 2&3 | 98
100 | COc1ccccc1-c1noc(-c2ccncc2)n1 | 10 | 124

7 compounds drawn at random from those above, as already listed:
# | canonical_smiles | HePTP inhibitor | BAP1 inh
88 | CCOC(=O)c1sc(NC(=O)CSc2nnnn2-c2ccccc2)c(C(=O)OCC)c1C | -3 | 54
95 | O=C(c1ccco1)N1CCN(c2ccc(S(=O)(=O)N3CCCC3)cc2)CC1 | 4 | 115
84 | Cn1nnnc1SCC(=O)Nc1ccccc1C(=O)NCc1ccccc1 | 10 | 99
90 | CCOC(=O)c1cc2sccc2n1CC(=O)Nc1ccc(OC)c(OC)c1 | 6 | 101
94 | Cc1ccc(S(=O)(=O)NCC(=O)OCC(=O)Nc2ncc(Cl)cc2Cl)cc1 | 5 | 55
87 | Cc1ccc(NC(=O)N(Cc2ccccc2)C(C)C2CC2)cc1 (configuration not stated) | 102* | /
92 | O=C(NC1CCCCCC1)c1cc(-c2ccco2)nc2ccccc12 | 98* | /

More entries.
# | canonical_smiles | HePTP inhibitor | BAP1 inh
101 | O=C1/C(=C/c2ccc(O)cc2)SC(=S)N1Cc1ccco1 | 14 | /
102 | N#Cc1c(NC(=O)CSc2nnc(-c3ccccc3O)n2-c2ccccc2)sc2c1CCCC2 | 8 | /
103 | COc1cc(CNc2ccc(Br)c(C)c2)cc(OC)c1 | 0 | /
104 | O=C(Oc1ccc2ccccc2c1)c1cc([N+](=O)[O-])ccc1Cl | 6 | /
105 | Cc1ccc2c(c1)C(C)(c1ccccc1)CC(C)(C)N2C(=O)c1cccc([N+](=O)[O-])c1 (configuration not stated) | / | 59
106 | Cc1ccc(Cn2c(NCCCn3ccnc3)nc3c2c(=O)n(C)c(=O)n3C)cc1 | 8 | 81
107 | O=C(Nc1ccc2c(c1)oc1ccccc12)c1ccc(Br)o1 | 5&-8 | 104
108 | N/C(Cc1ccc(Cl)cc1)=N\OC(=O)/C=C/c1ccccc1 | 3 | /
109 | CC(=O)Oc1ccc(-c2nc(-c3cccnc3)no2)cc1 | 2 | 85
110 | COCCN1C(=O)c2oc3ccccc3c(=O)c2C1c1ccc(C(=O)OC)cc1 (configuration not stated) | 5 | 101
111 | O=C(Nc1ccc(Cl)c(C(F)(F)F)c1)C(c1ccccc1)c1ccccc1 | 6 | /
112 | COc1cc(C2Nc3ccc4ccccc4c3C3=C2C(=O)CC(C)(C)C3)c(Br)cc1O (configuration not stated) | -1 | /
113 | COc1ccc(OC)c(C2SCCN2S(=O)(=O)c2cccc(C(F)(F)F)c2)c1 (configuration not stated) | 2 | 70
114 | CCC(=Nc1cc(Cl)ccc1O)c1c(C(F)(F)F)[nH]n(-c2nc3ccccc3s2)c1=O | 8 | /
115 | Cc1cc(C)cc(N2C(=O)C3CC=CCC3C2=O)c1 (configuration not stated) | 7 | 130
116 | CCN1CCN(Cc2nc3c(c(=O)n(C)c(=O)n3C)n2Cc2ccc(Cl)cc2Cl)CC1 | 14 | 90
117 | O=C(Nc1nccs1)C1(c2ccccc2)CC1(Cl)Cl (configuration not stated) | -24 | /
118 | CC1CCc2c(sc(N)c2C(=O)Nc2cccc(Cl)c2)C1 (configuration not stated) | 2 | 64
119 | CCOc1ccc2nc(NC(=O)c3ccc(Cl)cc3)sc2c1 | 1 | /
120 | CN1CCc2c(sc3c2c(=O)n(-c2ccccc2)c2nnc(SCc4ccccc4)n32)C1 | 20 | 103
121 | Cc1c(-c2nn(C)c(=O)c3ccccc23)oc2ccc(F)cc2c1=O | -9 | 87
122 | Oc1c(I)cc(Cl)c2cccnc12 | 7 | 71
123 | COc1cc(/C=C2\SC(=S)NC2=O)ccc1Oc1ccc([N+](=O)[O-])cn1 | 8 | /
